USP28 block – inhibitors of human USP28 deubiquitinase; actives 3% (n = 47,000); purified USP28, Ub-rhodamine cleavage fluorescence, 30 min; AID 1645857, 2021; inhibition, % at 25 µM; Ubiquitin carboxyl-terminal hydrolase 28 (Homo sapiens), Q96RU2
Target sequence (Q96RU2 whole entry, looked up): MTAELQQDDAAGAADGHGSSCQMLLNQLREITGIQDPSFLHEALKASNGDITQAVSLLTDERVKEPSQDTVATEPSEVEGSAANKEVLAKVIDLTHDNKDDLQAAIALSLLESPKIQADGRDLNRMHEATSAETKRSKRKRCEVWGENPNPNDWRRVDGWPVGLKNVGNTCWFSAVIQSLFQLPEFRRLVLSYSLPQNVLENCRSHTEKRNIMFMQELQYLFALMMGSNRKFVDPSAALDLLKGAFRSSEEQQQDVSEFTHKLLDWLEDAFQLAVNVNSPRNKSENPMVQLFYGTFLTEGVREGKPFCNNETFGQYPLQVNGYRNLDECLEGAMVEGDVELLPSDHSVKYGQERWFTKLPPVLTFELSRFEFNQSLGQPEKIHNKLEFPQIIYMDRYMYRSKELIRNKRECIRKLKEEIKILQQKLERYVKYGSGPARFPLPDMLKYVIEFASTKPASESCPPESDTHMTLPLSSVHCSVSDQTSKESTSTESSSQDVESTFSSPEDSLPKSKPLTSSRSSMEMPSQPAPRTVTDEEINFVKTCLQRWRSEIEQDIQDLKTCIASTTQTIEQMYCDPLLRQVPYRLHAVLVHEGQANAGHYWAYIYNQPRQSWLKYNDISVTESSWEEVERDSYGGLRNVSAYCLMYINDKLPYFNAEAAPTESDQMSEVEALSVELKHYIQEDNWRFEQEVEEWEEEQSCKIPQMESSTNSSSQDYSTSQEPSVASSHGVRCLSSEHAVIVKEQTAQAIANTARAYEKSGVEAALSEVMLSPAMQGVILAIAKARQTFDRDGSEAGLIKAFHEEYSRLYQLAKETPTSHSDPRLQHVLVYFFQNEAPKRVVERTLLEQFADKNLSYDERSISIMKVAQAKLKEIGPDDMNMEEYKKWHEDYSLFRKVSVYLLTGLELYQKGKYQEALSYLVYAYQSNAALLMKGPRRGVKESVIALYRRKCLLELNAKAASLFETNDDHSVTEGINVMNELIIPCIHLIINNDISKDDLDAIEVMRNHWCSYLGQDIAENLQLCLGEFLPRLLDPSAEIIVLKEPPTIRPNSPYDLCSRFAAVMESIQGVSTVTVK
USP17 inh – inhibitors of human USP17 deubiquitinase; Ubiquitin carboxyl-terminal hydrolase 17-like protein 5 (Homo sapiens), A8MUK1; purified USP17, Ub-rhodamine cleavage fluorescence, 3 h; inhibition, % at 50 µM; actives 6.5% (n = 47,000)
USP30 inh – inhibitors of human USP30 deubiquitinase; Ubiquitin carboxyl-terminal hydrolase 30 (Homo sapiens), Q70CQ3; inhibition, % at 25 µM; actives 5.3% (n = 47,000); purified USP30, Ub-rhodamine cleavage fluorescence
UCHL1 block – inhibitors of human UCHL1 deubiquitinase | inhibition, % at 20 µM | Ubiquitin carboxyl-terminal hydrolase isozyme L1 (Homo sapiens), P09936 | purified UCHL1, Ub-rhodamine cleavage fluorescence | actives 0.2% (n = 47,000)
USP8 inh – inhibitors of human USP8 deubiquitinase; Ubiquitin carboxyl-terminal hydrolase 8 (Homo sapiens), P40818; purified USP8, Ub-rhodamine cleavage fluorescence, 30 min; inhibition, % at 20 µM; actives 4.2% (n = 47,000)
USP7 block – inhibitors of human USP7 deubiquitinase | Ubiquitin carboxyl-terminal hydrolase 7 (Homo sapiens), Q93009 | actives 0.3% (n = 47,000) | inhibition, % at 20 µM | purified USP7, Ub-rhodamine cleavage fluorescence
OTUD3 inh – inhibitors of human OTUD3 deubiquitinase | OTU domain-containing protein 3 (Homo sapiens), Q5T2D3 | purified OTUD3, Ub-rhodamine fluorescence, 2 h | inhibition, % at 25 µM | actives 0.7% (n = 47,000) | AID 1645858, 2021
USP10 block – inhibitors of human USP10 deubiquitinase. inhibition, % at 20 µM. actives 1.1% (n = 47,000). AID 1645856, 2021. purified USP10, Ub-rhodamine fluorescence, 60 min
An asterisk follows results filed as active; / = not tested or not shown. Cut-off read from the data, not from the text of the source: active = inhibition above about 30%; inactive = the rest.

USP8 inh,USP30 inh,USP17 inh,USP10 block,OTUD3 inh,USP28 block,UCHL1 block,USP7 block,SMILES
41*,-14,72*,10,2,-2,0,15,Cc1ccc(NC(=O)Cn2nc3ccc(C(=O)NCc4ccccc4)cn3c2=O)cc1F
-5,-1,-4,0,0,-3,-2,-1,O=C(NC1CCCC1)N1CC[C@@H]2CN(Cc3ccccc3)S(=O)(=O)[C@@H]2CC1
-100,76*,38*,-2,-1,-1,-6,-4,Cc1cccc(NC(=O)Cn2c(-c3cnccn3)nc(C)c(C)c2=O)c1C
5,-19,3,-3,6,3,-1,3,Cc1cc(C)c(NC(=O)CSc2nnc(-c3cc(C)[nH]n3)n2N)c(C)c1
-2,15,-2,2,-2,-2,-1,0,CC(C)CN1C[C@H]2CCN(C(=O)C3CCC3)CC[C@H]2S1(=O)=O
-127,-23,-20,-4,-2,-8,-2,-1,COCC1CN(C(=O)c2ccncn2)Cc2cn(C)nc21 (stereo not drawn)
-40,57*,73*,3,12,25,3,0,O=C(NCc1ccccc1F)Nc1ccccc1[N+](=O)[O-]
-1,0,0,1,0,-8,0,-1,Cc1nccc(-c2sc(C3CCN(C(=O)CN4CCCC4=O)CC3)nc2C)n1
20,33*,18,-4,16,20,-1,-5,CCc1ccccc1N(CC)C(=O)c1cccc2c1SCCC2=O
20,26,0,2,19,7,3,6,c1ccc2c(c1)oc1c(NCCCn3ccnc3)ncnc12
2,-123,-16,-10,-8,-32,-3,-1,CCC(C)[C@H](NC(=O)[C@@H]1Cc2c([nH]c3ccccc23)C2c3ccccc3C(=O)N21)C(=O)NCCc1cccc(F)c1 (stereo partly drawn)
-1,0,1,-2,5,0,1,5,CC(C)CCN1C[C@H]2CCN(Cc3cccnc3)CC[C@H]2S1(=O)=O
17,19,10,3,5,9,2,0,Nc1ncnc(SCc2c(F)cccc2Cl)n1
-8,-12,-14,-3,-12,-15,-5,-6,COc1ccc(N(C)C(=O)CN(c2ccc(OC)cc2)S(=O)(=O)c2c(C)nn(C)c2C)cc1
6,-15,-7,-2,0,-5,1,-3,COc1ccc(OC)c(NC(=O)C2Cc3ccccc3N2C(=O)c2ccccc2)c1 (stereo not drawn)
-31,-83,-13,-10,-12,-15,-2,0,Cc1nc2ncccn2c1-c1csc(N)n1
18,16,13,0,5,15,0,5,Cc1ccc(Nc2nc(N)nc(CN3CCCC3C(N)=O)n2)cc1 (stereo not drawn)
21,-2,43*,-3,1,0,-2,0,O=C(NC1CCCCC1)C(c1ccc(Cl)cc1)N(C(=O)c1cnccn1)c1ccc2c(c1)OCO2 (stereo not drawn)
-9,-262,-35,-11,-51,-45,-49,-21,O=C(CSc1nnc2n(-c3ccccc3)c(=O)c3c4c(sc3n12)CN(Cc1ccccc1)CC4)c1ccc(Cl)cc1
-17,23,1,8,16,13,8,7,O=C(Nc1ccccc1)c1csc(-c2ccc3c(c2)CCO3)n1
5,10,3,0,6,1,7,9,Cc1nn(-c2ccccc2)c2c1nc(CCC(=O)N1CCN(c3ccc(F)cc3)CC1)c(=O)n2C
11,25,15,2,18,4,1,4,CC(=O)Nc1ccc(-c2nnc(SCC(=O)NC3CC3)n2C)cc1
7,0,7,6,2,-2,1,5,CCOc1ccc(CC(=O)Nc2c(C)nc3c(C)cccn3c2=O)cc1
-1,6,9,-2,0,2,4,3,CCOc1ccc(/C=C(\C(=O)N2CCCC2)n2ccccc2=O)cc1
0,-2,/,-2,0,6,-2,-16,COCc1cc(=O)n(Cc2ccccc2)c(N2CCCC2)n1
51*,8,8,3,11,11,-1,4,COc1ccc(Cc2nnc(Nc3ccccc3)[nH]c2=O)cc1
-2,0,-8,-2,-6,-17,-3,2,Cc1ccc(S(=O)(=O)N2CCC(c3nc4ccccc4s3)CC2)cc1
0,-9,-19,-1,-13,-15,-2,1,CN(c1cccc(Cl)c1)S(=O)(=O)c1cccc(C(=O)Nc2nc3ccccc3s2)c1
57*,-234,30,-6,-13,-10,9,-21,CC1(C(=O)NC2CCCC2)Cn2c(ccc2-c2ccco2)C(=O)N1Cc1ccccc1 (stereo not drawn)
-2,-1,-51,0,-7,-19,-3,-2,CCc1ccc(NC(=O)N2CCC3(CC2)OC(C(=O)NCC(C)C)Cn2ccnc23)cc1 (stereo not drawn)
12,16,5,-1,6,5,1,2,CCn1nnc2c(NCc3ccc(OC)cc3)ncnc21
-16,-7,-7,1,-2,-11,-4,-4,CCn1cc(-c2ccnc3cc(C(=O)N4CCNC(=O)C4)nn23)c(C)n1
10,25,4,1,4,7,1,9,CCC(=O)Nc1nc2cc(NC(=O)c3ccccc3C)ccc2s1
-16,-28,9,-2,-9,-1,-1,-5,O=C1NC2(CCN(C(=O)c3ccc(OC4CSC4)cc3)CC2)Oc2ccccc21
-5,-10,0,5,0,-5,1,6,CN(C)CCNC(=O)c1nc(N2CCSCC2)c2cnn(C)c2n1
15,62*,65*,26,16,32*,9,12,COc1ccc2nc(N3CC(C(=O)Nc4ccc(C(N)=O)cc4)C3)sc2c1
-45,-59,-29,-6,-19,-21,-6,-2,Cc1ccc(C2C(C(=O)c3cc4ccccc4o3)=C(O)C(=O)N2CCN(C)C)o1 (stereo not drawn)
-6,-189,5,-2,-21,48*,-7,-22,Cc1ccc2c(Nc3ccccc3)c(-c3nc(C4CC4)no3)cnc2n1
-1,4,9,-2,-3,-4,-3,0,Cc1nccn1CCCC(=O)N1CCCC(c2cc(=O)nc3n2CCC3)C1 (stereo not drawn)
13,11,19,1,10,9,3,5,COc1ccc(Nc2ncnc3c2c(-c2ccccc2)cn3-c2ccc(F)cc2)cc1Cl

USP30 inh, entries above that show a hit
USP8 inh,USP30 inh,USP17 inh,USP10 block,OTUD3 inh,USP28 block,UCHL1 block,USP7 block,SMILES
-100,76*,38*,-2,-1,-1,-6,-4,Cc1cccc(NC(=O)Cn2c(-c3cnccn3)nc(C)c(C)c2=O)c1C
-40,57*,73*,3,12,25,3,0,O=C(NCc1ccccc1F)Nc1ccccc1[N+](=O)[O-]
20,33*,18,-4,16,20,-1,-5,CCc1ccccc1N(CC)C(=O)c1cccc2c1SCCC2=O
15,62*,65*,26,16,32*,9,12,COc1ccc2nc(N3CC(C(=O)Nc4ccc(C(N)=O)cc4)C3)sc2c1

(cont.)
USP8 inh,USP30 inh,USP17 inh,USP10 block,OTUD3 inh,USP28 block,UCHL1 block,USP7 block,SMILES
4,19,43*,5,2,18,5,3,CC(/C=C/C(=O)NO[C@@H]1O[C@H](CO)[C@@H](O)[C@H](O)[C@H]1O)=C\C(C)C(=O)c1ccc(N(C)C)cc1 (stereo partly drawn)
-20,-7,-11,0,-1,-5,0,0,Cc1nc2sccn2c(=O)c1NC(=O)COc1ccc(C(C)C)cc1
1,-46,5,-3,-6,7,6,4,COc1ccc(C2CN3C(=O)c4ccccc4C3c3[nH]c4ccccc4c32)cc1 (stereo not drawn)
3,-32,0,-4,-3,-8,1,3,O=C(Nc1ccccc1)c1ccc(-c2ccnc(N3CCCC3)n2)cc1
0,2,8,2,1,-5,0,0,Cc1ccc(C(=O)N2CCC3(CCCN3c3ncccn3)CC2)cc1
-5,4,4,2,0,-3,-1,0,O=c1[nH]c(=O)n(CCc2ccccc2)c2c1CN(C1CCCC1)CN2
6,20,13,13,12,12,8,8,COc1ccc(N2CCN(C(=O)/C(=C/c3ccccc3Cl)c3ccccc3)CC2)cc1
-16,-9,-3,-6,-15,-8,-2,-43,O=C(Cn1c(=O)n(Cc2ccccc2)c(=O)c2ncccc21)N1CCCc2ccccc21
-60,-17,-19,-2,-13,-14,-4,2,Cn1cccc1C(=O)N1C[C@H](OCC2CCOCC2)[C@H]2COC[C@H]21
0,-2,-4,-1,1,0,-2,-2,O=C(NCC(F)F)C1(Cc2ccccc2-c2cccnc2)CCOCC1
19,-15,-5,-7,1,-3,-3,0,CCOc1ccccc1NC(=O)c1cnc(N2CCOCC2)nc1
-24,-12,-16,-5,-7,-9,-2,-1,CC(=O)N1CCN(c2nc3c(s2)CC(C(=O)NCc2cccc(C)c2)CC3)CC1 (stereo not drawn)
2,-2,2,1,0,0,2,5,COc1ccc(-c2nc(CNC(=O)c3ccccc3Cl)cs2)cc1
0,/,-13,-2,-8,/,-4,-2,CCCCc1nc2sc3c(SCC(=O)Nc4ccccc4Cl)ncnc3c2c2c1CCC2
5,-23,-3,-5,0,5,-1,-19,Cc1c(CNCCc2c[nH]c3ccccc23)c(C(=O)O)c(C)n1Cc1cccc(Cl)c1
3,18,-2,0,2,-1,-2,1,Cc1cccc(N2CCn3c2nc2c3c(=O)n(CCN3CCOCC3)c(=O)n2C)c1C
0,6,19,1,-3,0,2,-40,COCc1cc(C)nc2sc3c(c12)NCN(c1ccc(C)c(Cl)c1)C3=O
-1,-37,14,2,-11,23,5,0,Cc1ccc([C@@H]2c3c(C)nn(-c4ccc(C)cc4)c3NC(=O)[C@H]2NC(=O)c2ccccc2)cc1
-23,0,-7,-2,9,-6,-4,-3,COc1ccccc1CC(=O)N1CCC(Nc2ncnc3c2CCC3)C1 (stereo not drawn)
12,-10,-3,3,0,8,1,0,COc1cc(NC(=O)N2CCCC2c2cc(C)on2)cc(OC)c1 (stereo not drawn)
1,26,6,2,-3,4,-5,-1,CCN1CCN(C(=O)c2nnc(-c3ccc(S(=O)(=O)N4CCC(C)CC4)cc3)o2)CC1
0,-11,7,-1,-14,-7,-2,-1,CC(Cc1ccccc1)NC(=O)CSc1nc(N)c2c3c(sc2n1)COC(C)(C)C3 (stereo not drawn)
9,1,-2,-8,2,4,-3,-1,O=C(Cn1c(=O)n(Cc2ccncc2)c(=O)c2ncccc21)Nc1cccc(F)c1
6,8,8,14,7,11,5,8,CCOc1ccc(NC(=O)COC(=O)C2(c3ccc(F)cc3)CCCC2)cc1
25,21,17,0,11,8,3,6,O=S(=O)(c1ccccc1F)N1CCOC(c2cnccn2)C1 (stereo not drawn)
11,17,4,-3,1,7,2,5,Cc1nc2ccccc2c(=O)n1CC(=O)N1CCCc2ccccc21
24,37*,19,4,14,19,3,3,CCOC(=O)c1ccc(NC(=O)C2CCCN(c3nc(-c4ccc(OC)cc4)no3)C2)cc1 (stereo not drawn)
0,17,6,0,5,7,2,-13,O=C(CCc1nnc2n(Cc3ccccc3)c(=O)c3ccccc3n12)N1CCCC1
-230,-123,-71,-9,-42,-51,-13,-12,CCN(CC)c1ccc2ccc(C(=O)NC(C)C)cn12
-38,-2,-4,0,1,6,3,-1,COc1cccc(-c2ccc3nc(C4CCN(S(C)(=O)=O)CC4)nn3c2)c1

6 entries out of the list above, arranged by their value in USP7 block, smallest number first:
| Molecule | USP7 block |
| --- | --- |
| O=C(CCc1nnc2n(Cc3ccccc3)c(=O)c3ccccc3n12)N1CCCC1 | -13 |
| CCN(CC)c1ccc2ccc(C(=O)NC(C)C)cn12 | -12 |
| CCN1CCN(C(=O)c2nnc(-c3ccc(S(=O)(=O)N4CCC(C)CC4)cc3)o2)CC1 | -1 |
| Cc1nc2ccccc2c(=O)n1CC(=O)N1CCCc2ccccc21 | 5 |
| O=S(=O)(c1ccccc1F)N1CCOC(c2cnccn2)C1 (stereo not drawn) | 6 |
| CCOc1ccc(NC(=O)COC(=O)C2(c3ccc(F)cc3)CCCC2)cc1 | 8 |

(list continues)
USP8 inh,USP30 inh,USP17 inh,USP10 block,OTUD3 inh,USP28 block,UCHL1 block,USP7 block,SMILES
-62,-88,-39,-9,-29,-35,-9,-4,Cc1noc(CN2CCC3(CC2)CC3c2nc(-c3cccnc3)no2)n1 (stereo not drawn)
0,3,2,1,-4,-7,-2,0,CC(=O)N1CCC2(CCN(C(=O)c3ccc(F)c(C(F)(F)F)c3)CC2)C1
-56,-1,-13,-1,-10,-9,-2,1,O=C(N[C@@H]1C[C@@H](Oc2cccc(F)c2)[C@H](O)[C@H]1O)c1cccnc1
1,-17,-10,-2,-2,-12,-2,-2,Cc1ccc(S(=O)(=O)N2CCC(N3CCOCC3)CC2)cc1Cl
14,18,13,-4,14,11,0,0,Cn1nc2c(c1C(=O)N1CCCC(c3ccc(C(=O)N4CCCC4)cn3)C1)CCCC2 (stereo not drawn)
-27,-6,-7,2,-13,-7,0,3,CCCc1nn(C)c2c(=O)[nH]c(-c3cc(S(=O)(=O)N4CCCCC4c4cccnc4)ccc3OCC)nc12 (stereo not drawn)
8,-21,2,-12,1,-2,-8,-2,Cc1ccc(C)c(C(=O)COc2ncnc3scc(-c4ccccc4)c23)c1
-66,15,-12,1,8,16,-1,1,CCN(CC)C(=O)C1Cn2ccnc2C2(CCN(C(=O)Cc3cccc(OC)c3)CC2)O1 (stereo not drawn)

Reprinted at random: two compounds from above
USP8 inh,USP30 inh,USP17 inh,USP10 block,OTUD3 inh,USP28 block,UCHL1 block,USP7 block,SMILES
51*,8,8,3,11,11,-1,4,COc1ccc(Cc2nnc(Nc3ccccc3)[nH]c2=O)cc1
-2,15,-2,2,-2,-2,-1,0,CC(C)CN1C[C@H]2CCN(C(=O)C3CCC3)CC[C@H]2S1(=O)=O

Assay outcomes from PubChem BioAssay.
